Screening data from PubChem.
USP1-UAF1 inh: USP1/UAF1 (human) deubiquitinase inhibition; AID 743255; Potency, µM (highest dose often 57.1 µM), for the others: top-dose activity change, negative = inhibition, actives largely listed as inhibitors; 390,000 tested, 0.23% active; O94782; recombinant USP1/UAF1, Ub-Rhodamine cleavage fluorescence; further: potency means the concentration at half of the fitted maximal effect; on the % scale 0 is the no-effect control and ±100 the full control effect; nearly all actives have a fitted effect of over 60% in size; inactives centre near -12
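High-throughput fluorogenic screen: 1nM USP1/UAF1 complex, Ub-Rho substrate 150nM final, 50mM HEPES pH 7.8 with 0.5mM EDTA, 0.1 mg/ml BSA, 1mM TCEP and 0.01% Tween-20.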
TrxR1 inh: rat TrxR1 inhibition | O89049 | recombinant rTrxR1, NADPH fluorescence consumption, selenite substrate | Potency, µM (top dose mostly 114 µM), for the others: at the top dose activity change, negative = inhibition, hits mostly inhibitors | 390,000 tested, 1% active | AID 588453; further: potency means the concentration at half of the fitted maximal effect; on the % scale 0 is the no-effect control and ±100 the full control effect; nearly all actives have a fitted effect of over 65% in size
Target sequence (O89049 whole entry, looked up): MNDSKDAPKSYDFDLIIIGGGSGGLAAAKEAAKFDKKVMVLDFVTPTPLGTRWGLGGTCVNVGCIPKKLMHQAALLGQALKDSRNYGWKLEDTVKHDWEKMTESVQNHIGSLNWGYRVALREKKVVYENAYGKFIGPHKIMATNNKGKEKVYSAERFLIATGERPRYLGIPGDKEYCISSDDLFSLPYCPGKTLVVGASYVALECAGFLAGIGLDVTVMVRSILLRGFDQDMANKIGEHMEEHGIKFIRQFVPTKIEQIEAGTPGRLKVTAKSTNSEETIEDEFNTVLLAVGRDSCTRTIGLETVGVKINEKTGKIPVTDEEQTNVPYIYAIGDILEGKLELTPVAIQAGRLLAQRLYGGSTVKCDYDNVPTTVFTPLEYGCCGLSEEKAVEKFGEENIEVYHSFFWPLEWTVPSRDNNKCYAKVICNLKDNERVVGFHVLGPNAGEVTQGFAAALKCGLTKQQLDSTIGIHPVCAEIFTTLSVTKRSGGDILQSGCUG
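Rat TrxR1 (90 nM in the dispensed reagent) was pre-reduced with 400 uM NADPH for 5 min at room temperature, then incubated with compound for 15 min. After 400 uM selenite was added, NADPH fluorescence (Ex 340/Em 450 nm) was followed for 8 min.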
D2 antagonist: antagonists of human D2 dopamine receptor | P14416 | HEK293 TREx D2 cells, calcium flux, dopamine EC80 | inhibition, % at 10 µM | 340,000 tested, 2% active | AID 485344; in the data active means inhibition above about 30%; further: 0% is about no effect
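Compounds are added to dye-loaded, induced HEK293 T-REx cells coupled to calcium release via D2; after a 3 min kinetic read an EC80 dopamine stimulus is given and fluorescence is recorded for 3 more min.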
TRHR agonist: TRH receptor (human) agonism; P34981; 360,000 tested, 0.18% active; TRHR cells, calcium flux fluo-8, FDSS agonist mode; activation, % at 2 µM; in the data active means activation above about 30%; further: 0% is about no effect
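In this calcium-flux screen, cells bearing human TRHR are dye-loaded with fluo-8, baselined for 10 cycles, then exposed to library compounds; positive kinetic calcium responses during the agonist phase mark hits, with TRH as control.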
mIDH1 inhibitor: human IDH1 R132H inhibition. O75874. IDH1-R132H enzyme, NADPH consumption, diaphorase/resazurin fluorescence. Potency, µM (titrated, usually from 76.6 µM), for inactives: at the highest dose activity change, negative = inhibition, usual class: inhibitors. 390,000 tested, 0.093% active. AID 602179; further: potency means the concentration at half of the fitted maximal effect; on the % scale 0 is the no-effect control and ±100 the full control effect; nearly all actives have a fitted effect of over 65% in size
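IDH1-R132H (0.5 ug/mL) preincubated 30 min with compound, then NADPH (0.016 mM) and alpha-KG (2 mM) added; 80 min at RT, pH 7.5. Remaining NADPH coupled via diaphorase/resazurin to fluorescence (540/590 nm); concentration-response curves normalized to no-enzyme control.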
TRHR enhancer: allosteric enhancers of human TRH receptor; P34981; TRHR cells, fluo-8 calcium fluorescence, EC20 TRH enhancement; enhancement, % at 2 µM; 360,000 tested, 0.66% active; AID 493056; in the data active means enhancement above about 30%; further: 0% is about no effect
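Enhancer read-out: after compound pinning and an initial kinetic agonist-mode read, an EC20 of TRH (10 nM final) was injected and fluo-8 calcium signal (Ex 480/Em 530) followed at 1 s/cycle for 100 cycles in TRHR-expressing cells.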
PI4K2A inh: blocks human PI4K2A kinase activity. Q9BTU6. purified PI4K2A, ADP-Glo luminescence, 1 h; active compounds read low. activity change, negative = inhibition, % at 76.9 µM. 420,000 tested, 0.13% active. AID 1346378; in the data active means activity change below about -50%; inconclusive means mostly about -30% to -49%;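 further: -100% = wells without enzyme as full effect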
Target sequence (Q9BTU6 whole entry, looked up): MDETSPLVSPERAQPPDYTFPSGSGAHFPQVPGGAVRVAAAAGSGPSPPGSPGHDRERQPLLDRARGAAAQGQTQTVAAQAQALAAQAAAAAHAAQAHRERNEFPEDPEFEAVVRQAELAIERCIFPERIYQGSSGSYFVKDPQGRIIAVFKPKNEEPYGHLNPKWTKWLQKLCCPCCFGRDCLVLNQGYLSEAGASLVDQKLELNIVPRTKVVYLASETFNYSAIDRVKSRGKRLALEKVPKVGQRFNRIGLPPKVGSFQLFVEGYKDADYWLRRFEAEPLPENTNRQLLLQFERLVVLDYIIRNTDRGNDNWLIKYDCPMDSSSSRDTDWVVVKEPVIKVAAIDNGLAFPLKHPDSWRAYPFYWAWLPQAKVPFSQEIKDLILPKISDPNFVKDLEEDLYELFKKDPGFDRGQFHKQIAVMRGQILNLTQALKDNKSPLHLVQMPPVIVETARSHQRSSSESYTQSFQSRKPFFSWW
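In this quantitative HTS, ADP production by PI4K2A was quantified luminescently after 1 h at ambient temperature; 100 microM adenosine served as plate-quality control.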
D2 ag: activates the human D2 dopamine receptor; P14416; HEK293 T-REx D2 cells, calcium flux agonist mode; activation, % at 2 µM; 340,000 tested, 0.53% active; AID 485358;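 active means activation over 3 SD above normal in the single-dose calcium agonist read, cut at about 30% in these data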; further: 0% is about no effect
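Calcium-flux readout, 1 cycle/sec over 180 s following compound pin transfer, in inducible HEK293 Trex D2 cells (force-coupled); dopamine controls included. Positive calcium responses during this window marked compounds as potential agonists.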
TrxR1 substrate: substrates of rat thioredoxin reductase 1. O89049. purified TrxR1 substrate turnover, NADPH consumption readout. Potency, µM (titrated, usually from 114 µM), for the others: at the top dose activity change, negative = substrate turnover. 390,000 tested, 0.01% active; further: potency means the concentration at half of the fitted maximal effect; on the % scale 0 is the no-effect control and ±100 the full control effect; nearly all actives have a fitted effect of over 50% in size
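Rat TrxR1, dispensed at 90 nM, was prereduced with 400 uM NADPH (final) for 5 min at ~22 deg C, then incubated with compound 15 min before 400 uM selenite. A first-read NADPH fluorescence drop versus no-compound background flagged substrates.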
The depositor's hits bear a star; ? = inconclusive; . = not tested or not shown; [ ] = remark or other dose. Unless noted, the call rests on the fitted dose curve; in most records, active means well fitted inhibition curve with a large enough effect; inconclusive means small, poorly fitted or top-dose-only effect; inactive means no such curve, though single readings can be large or run the other way.

SMILES | USP1-UAF1 inh | TrxR1 inh | D2 antagonist | TRHR agonist | mIDH1 inhibitor | TRHR enhancer | PI4K2A inh | D2 ag | TrxR1 substrate
COc1cc(SC)ccc1C(=O)N1CCN(S(=O)(=O)/C=C/c2ccccc2)CC1 | -9% | 5% | -11 | -0.6 | -8% | 2 | 1 | 0.2 | 1%
COc1ccccc1-c1ccc(NC2CCCC2)nn1 | -29% | -13% | 8 | -0.2 | 0% | -7 | -4 | 1.3 | 0%
CCCCSCCCNC(=O)c1cn(C)c2ccc(S(=O)(=O)N3CCCCC3)cc2c1=O | -11% | 1% | . | 0.3 | 1% | -4 | -1 | -0.4 | 0%
O=C(c1ccco1)N1CCN(CC(=O)N2c3ccccc3CCc3ccccc32)CC1 | -18% | 6% | 4 | -0.4 | 7% | 1 | -7 | 0.2 | 8%
COc1cccc(NC(=S)N(CCC(C)C)C2CCN(C(C)=O)CC2)c1 | -5% | 5% | 8 | 0.5 | 0% | 1 | 0 | 0.0 | 2%
Cc1ccc2scc(CN3CCCC3)c2c1 | -18% | 2%[57.1 µM] | . | . | 5% | . | -3 | . | -3%[57.1 µM]
Cc1ccc(CNS(=O)(=O)c2cc3c4c(c2)C(C)C(=O)N4CCC3)cc1 (centres undefined) | -23% | 9% | -4 | -0.4 | -9% | -5 | 0 | -0.4 | -1%
Nc1nonc1-n1nnc(C(=O)N/N=C/c2ccoc2)c1-c1ccccc1 | -21% | 12%[57.1 µM] | 3 | 1.2 | 2% | 10 | -2 | 4.7 | -8%
COc1cccc(CNC(=O)C2CCN(S(=O)(=O)N3CCCC3)CC2)c1 | -37% | 18% | 14 | -0.3 | -5% | 0 | 1 | 0.4 | 3%
O=C(NCCOc1ccccc1)c1ccccc1 | -5% | -16% | 2 | 0.4 | 6% | 8 | 2 | 0.5 | 8%[57.1 µM]
COc1cc(/C=N/N=C2/NC(=O)C(c3ccccc3)S2)ccc1O (centres undefined) | -23% | ? | 23 | 0.0 | -3% | -3 | 2 | 0.8 | -19%
CCc1ccc(NC(=O)c2nn(-c3ccc(C)cc3)c(=O)n(C)c2=O)cc1 | 10% | 29%[57.1 µM] | . | 0.6 | -4% | 7 | -1 | . | 6%[57.1 µM]
CCSc1nnc(NC(=O)CSc2nc3c(cc2C#N)CCCC3)s1 | -6% | 27% | -4 | -0.8 | 5% | 5 | 1 | 0.3 | 31%[activator]
CCN(CC)c1ccc(NC(=O)COC(=O)C2CCN(c3ccc(C(F)(F)F)cn3)CC2)cc1 | -4% | 14% | -3 | 0.3 | 5% | 3 | -2 | 0.4 | -3%
Cc1ccc(NC(=O)CCC(=O)NNC(=O)c2cccc([N+](=O)[O-])c2)cc1C | -13% | 16% | -4 | 0.2 | 7% | 4 | -6 | 0.4 | 5%
Cc1sc2ncnc(N(C)CCc3ccccn3)c2c1C | -6% | 4% | . | 0.0 | -1% | 6 | -4 | . | -4%
CC(Nc1cc(N2CCNCC2)ccc1[N+](=O)[O-])c1ccccc1 (centres undefined) | 0% | -33% | 8 | -0.7 | 8% | 2 | 5 | 3.2 | -11%
O=S(=O)(NC1CCCCC1Nc1ccccc1)c1ccccc1 (centres undefined) | -10% | -16% | -3 | -0.7 | 1% | 1 | 5 | -0.7 | -8%
O=C(NC1CCCCCCC1)c1ccc(F)cc1 | -14% | -25%[11.4 µM] | -8 | -2.5 | 8% | 7 | -1 | -2.5 | -1%[11.4 µM]
COP(=O)(OC)C(Nc1ccc(Cl)cc1)c1ccccc1 (centres undefined) | -20% | -21% | -4 | 0.2 | -1% | -6 | 3 | 2.9 | -16%
COc1cccc(C(=O)Oc2cc3c4c(c2)C(C)=CC(C)(C)N4C(=O)C3=O)c1 | -24% | 8% | 3 | -0.8 | 3% | -7 | 12 | -0.8 | 9%
COc1ccc(/C=N/NC(=S)Nc2c(C)n(C)n(-c3ccccc3)c2=O)cc1OC | -6% | -37% | 13 | -0.7 | 4% | 5 | -2 | -1.0 | -17%[57.1 µM]
CSc1ccccc1NC(=O)c1ccccc1N(Cc1ccccc1)S(C)(=O)=O | -2% | 14% | -17 | 0.1 | 4% | -4 | 1 | -0.1 | -2%
CCCCc1nc2cc(C(=O)N3CCCCC3CCNC(C)=O)ccc2o1 (centres undefined) | -7% | 13%[57.1 µM] | 8 | 0.8 | 3% | 2 | 18 | 0.6 | 5%[57.1 µM]
CC(=O)c1cnc2c(-c3ccccc3)cnn2c1C | -18% | -6% | 0 | -0.5 | 1% | 4 | 3 | 0.8 | -9%
Cc1nc2ccccc2c(-c2ccccc2)c1C(=O)c1ccccc1 | -15% | -10% | 11 | -0.1 | 0% | -2 | 0 | 0.4 | -11%
CCCCSc1nnc(C)c(=O)[nH]1 | -20% | -3% | -6 | -0.1 | 6% | -5 | 1 | 0.4 | -6%
O=C1c2ccccc2C(=O)C12OC2c1cccc2ccccc12 (centres undefined) | 14µM* | -19%[57.1 µM] | 15 | -1.4 | -10% | 5 | ? | -1.7 | -4%[57.1 µM]
COc1ccc(CCNC(=O)c2ccc(NC3=NC4CS(=O)(=O)CC4S3)cc2)cc1OC (centres undefined) | -32% | 11% | 1 | 0.7 | -9% | -1 | -3 | -0.6 | 1%
CSc1ncccc1C(=O)Nc1ccncc1 | -28% | 29% | -15 | -0.4 | -6% | 3 | -3 | -0.9 | 4%
S=c1[nH]c2ncccc2o1 | -15% | -8%[57.1 µM] | -6 | 0.2 | 2% | 0 | 6 | 0.5 | -4%[57.1 µM]
Nc1ncnc(Nc2cc(C(F)(F)F)cc(C(F)(F)F)c2)n1 | -22% | 25% | . | -0.9 | 5% | 0 | -4 | . | 2%
Cc1noc(C)c1S(=O)(=O)N(C)C[C@H]1Oc2ccc(NC(=O)Cc3ccccc3)cc2C(=O)N([C@H](C)CO)C[C@@H]1C | ? | 0% | . | . | -9% | . | -2 | . | 4%
O=C(N/N=C/c1ccc(O)c(O)c1O)/C(=C/c1ccc([N+](=O)[O-])cc1)NC(=O)c1ccccc1 | -14% | ? | -6 | -0.2 | -4% | 2 | -5 | 0.0 | -22%
C/C(=N\O)C(C)(C)Nc1ccc(Br)cc1 | -14% | 9%[11.4 µM] | 4 | -0.5 | 1% | 9 | 3 | 0.5 | -8%
O=C(O)c1ccc(N2C(=O)CC(Cc3ccccc3)C2=O)cc1 (centres undefined) | -4% | -2% | -5 | -0.1 | 0% | -4 | -3 | -1.1 | -7%
CN1CCN(CC(=O)Nc2c(C(=O)C3CC3)oc3ccccc23)CC1 | -18% | -14% | 0 | 0.4 | -1% | -10 | 6 | -0.3 | -13%
COc1cc(NC(=O)COc2cc(O)c3c(c2)OC(C)(C)CC3=O)cc(OC)c1 | 3% | 16% | 3 | -0.4 | -7% | -1 | 1 | -1.2 | -1%
O=C(NCCO)c1ccc(-c2nnc(Nc3ccc(OC(F)(F)Cl)cc3)c3ccccc23)cc1 | -22% | -3% | . | 0.4 | 19% | 0 | -19 | -0.2 | -3%[11.4 µM]
O=C(C1CCN(C2CCN(C/C=C/c3ccccc3)CC2)CC1)N1CCOCC1 | -7% | -14% | -1 | -0.1 | 0% | 2 | -3 | 8.3 | -4%
CCOC(=O)C1=NOC(COc2ccccc2C=O)C1 (centres undefined) | -15% | 20%[57.1 µM] | 3 | 0.4 | 3% | 3 | 0 | -0.2 | 10%[57.1 µM]
Cc1ccc(CN2CCN(C3CCN(S(=O)(=O)c4ccc(C)cc4)CC3)C(=O)C2=O)cc1 | -23% | 21%[57.1 µM] | . | -0.4 | 0% | -2 | -2 | -0.3 | 6%[57.1 µM]
Cc1ccc(N2CC(C(=O)OCC(=O)C(C)(C)C)CC2=O)cc1 (centres undefined) | -14% | 4%[57.1 µM] | 7 | 0.5 | 2% | 2 | -8 | 0.7 | 6%[57.1 µM]
CC1C(=O)C(C)C(c2ccc([N+](=O)[O-])cc2)NC1c1ccc([N+](=O)[O-])cc1 (centres undefined) | -7% | 20%[57.1 µM] | -3 | -0.4 | 7% | -2 | 0 | -0.4 | -6%[57.1 µM]
O=C(c1cccc(OC2CCN(Cc3ccc(F)cc3Cl)CC2)c1)N1CCCC1 | -4% | -14% | -11 | -0.2 | -4% | -2 | 3 | -0.9 | -16%
CCCSCCCNC(=O)Cn1c(=O)c2cccn2c2ccccc21 | -22% | 21% | 0 | 0.5 | 8% | 10 | -1 | 0.5 | 4%
Cc1ccc(C(c2sc3nc(-c4ccco4)nn3c2O)N2CCCC2)cc1 (centres undefined) | ? | 14%[57.1 µM] | . | 0.1 | -3% | -2 | 66 | 0.2 | -2%[57.1 µM]
O=C(O)c1cccc(N2CCCC2=O)c1 | -4% | 18%[57.1 µM] | -4 | 0.8 | 0% | -8 | -3 | -1.4 | 3%[57.1 µM]
CCc1nnc(NC(=O)CSc2nnc(-c3ccco3)n2CCOC)s1 | -4% | 3%[57.1 µM] | 5 | -0.1 | 4% | 26 | 3 | -1.8 | 8%[57.1 µM]
